rCAG RNA binder – binders of r(CAG) RNA repeats, primary screen, biochemical, fluorescence; r(CAG) RNA repeat, TO-PRO-1 dye displacement fluorescence; inhibition, % at 3 µM; 1.3% of 370,000 active;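 active means inhibition above the plate cutoff, the mean of all test compounds on that plate plus 3 SD, cut at about 35% in these data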;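 further: 0% = DMSO alone and 100% = 100 µM mitoxantrone as full dye displacement; higher means more dye released from RNA so lower well fluorescence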
NPR2 activator – human GC-B receptor activators, primary screen, HEK293 GC-B cells, cGMP TR-FRET, EC30 CNP; Atrial natriuretic peptide receptor 2 (Homo sapiens), P20594; 0% at EC30 CNP, 100% saturating CNP; activation, % at 10 µM; 0.11% of 370,000 active;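 active means activation at 10 µM reaching about 35% in either raw or pattern-adjusted values, limit read from the data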
mABHD4 FP – ABHD4 inhibitors, primary screen, biochemical, fluorescence polarization, mouse. inhibition, % at 8.92 µM. purified mABHD4, FP-Rh probe fluorescence polarization. (Lyso)-N-acylphosphatidylethanolamine lipase (Mus musculus), Q8VD66. 0.54% of 370,000 active;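 active means inhibition exceeding the mean over every tested compound plus 3 SD, cut at about 30% in these data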;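 further: 0% = plate median of compound wells and 100% = S159A mutant with DMSO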
Target sequence (Q8VD66 whole entry, looked up): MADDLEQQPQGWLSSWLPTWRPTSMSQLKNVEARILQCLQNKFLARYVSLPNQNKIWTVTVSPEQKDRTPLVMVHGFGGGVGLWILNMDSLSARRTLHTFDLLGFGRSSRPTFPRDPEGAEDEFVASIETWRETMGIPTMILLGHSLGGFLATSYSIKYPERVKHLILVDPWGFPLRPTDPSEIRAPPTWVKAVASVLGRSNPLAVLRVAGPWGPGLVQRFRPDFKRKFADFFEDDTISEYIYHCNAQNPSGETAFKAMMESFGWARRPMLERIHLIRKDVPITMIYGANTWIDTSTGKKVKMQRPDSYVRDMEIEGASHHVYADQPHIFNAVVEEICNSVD
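System: mouse ABHD4 enzyme, wild type / Medium: HEPES pH 7.0, NaCl, Pluronic buffer / Reagent: FP-Rh activity-based fluorescent probe / Control set: S159A mutant high control, sample median low control / Detection: fluorescence polarization with parallel and perpendicular emission, 525/598 nm / Schedule: 45 min + 60 min at 25 °C / Compound dosing: 8.92 µM, single dose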
TDP2 inh – human TDP2 enzyme inhibitors, primary screen, biochemical, epi absorbance, recombinant enzyme | 0.34% of 370,000 active | T5PNP hydrolysis, p-nitrophenol absorbance 415 nm | Tyrosyl-DNA phosphodiesterase 2 (Homo sapiens), O95551 | AID 720702, 2013 | inhibition, % at 12.8 µM;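 active means inhibition above the mean of all tested compounds plus 3 SD, set per campaign, cut at about 25% in these data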;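 further: 0% = DMSO with enzyme and 100% = buffer with substrate but no TDP2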
Target sequence (O95551 whole entry, looked up): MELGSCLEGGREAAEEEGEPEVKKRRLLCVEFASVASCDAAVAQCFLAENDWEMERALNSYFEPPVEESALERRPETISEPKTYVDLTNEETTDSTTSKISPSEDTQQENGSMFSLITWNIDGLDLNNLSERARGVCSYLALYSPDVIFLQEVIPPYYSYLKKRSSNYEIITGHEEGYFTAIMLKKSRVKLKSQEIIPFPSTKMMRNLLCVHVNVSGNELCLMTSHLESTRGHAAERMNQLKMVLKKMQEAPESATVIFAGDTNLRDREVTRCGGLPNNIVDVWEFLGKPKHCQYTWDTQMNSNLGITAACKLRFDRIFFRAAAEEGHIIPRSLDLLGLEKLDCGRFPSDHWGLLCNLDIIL
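System – recombinant human TDP2 · Quantity – TDP2 enzyme at 120 nM final · Doses – single concentration, 12.8 µM nominal, with 1% DMSO · Incubation – 2 h at 37 °C · Measured by – epi absorbance of p-nitrophenol freed from T5PNP by hydrolysis · Read-out – % inhibition relative to enzyme-containing and enzyme-free wells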
LEDGF integ inh – blockers of LEDGF/p75-dependent integrase strand transfer – biochemical, TR-FRET, high throughput, primary screen; AID 743269, 2014; TR-FRET IN-LEDGF/p75 DNA integration, Eu/Cy5; 0.64% of 370,000 active; inhibition, % at 3.7 µM; HIV-1 integrase (with human LEDGF/p75);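 active means inhibition above the screen-wide mean plus 3 SD, cut at about 13% in these data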;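 further: signal is the Cy5 over europium emission ratio at 671 and 618 nm; 0% = plate median of compound wells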
MBD2 DNA inh – inhibitors of MBD2 binding to methylated DNA, primary screen, biochemical, TR-FRET, DNA-binding domain, human. Methyl-CpG-binding domain protein 2 (Homo sapiens), Q9UBB5. MBD2 binding to methylated oligonucleotide. inhibition, % at 4.4 µM. 0.31% of 370,000 active. AID 686964, 2013; in the data active means inhibition above about 13%
Target sequence (Q9UBB5 whole entry, looked up, the tested form may be a part): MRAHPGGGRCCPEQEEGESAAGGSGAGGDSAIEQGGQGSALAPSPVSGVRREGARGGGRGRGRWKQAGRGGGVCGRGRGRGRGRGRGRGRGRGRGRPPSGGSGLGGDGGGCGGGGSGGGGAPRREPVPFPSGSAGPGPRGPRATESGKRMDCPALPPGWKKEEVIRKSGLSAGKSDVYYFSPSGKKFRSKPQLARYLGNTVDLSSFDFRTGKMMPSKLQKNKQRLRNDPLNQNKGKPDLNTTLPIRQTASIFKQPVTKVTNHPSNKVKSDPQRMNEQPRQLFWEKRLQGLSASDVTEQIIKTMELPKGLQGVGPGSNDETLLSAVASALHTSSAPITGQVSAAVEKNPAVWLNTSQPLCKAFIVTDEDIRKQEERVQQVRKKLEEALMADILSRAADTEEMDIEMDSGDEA
SIAE inh – human SIAE inhibitors, primary screen, biochemical, fluorescence polarization, FP-Rh probe, 1536-well HTS | Sialate O-acetylesterase (Homo sapiens), Q9HAT2 | SIAE FP-Rh probe binding | inhibition, % at 9.66 µM | 0.69% of 370,000 active;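 active means inhibition above a cutoff: mean of compounds within the control limits plus 3 SD of those, cut at about 17% in these data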;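 further: 0% = plate median of compound wells and 100% = probe without SIAE protein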
TCR CD3 inh – inhibitors of human TCR-CD3 interaction, primary screen, biochemical, fluorescence, TAMRA-labeled TCR probe | T-cell receptor (TCR) | inhibition, % at 9.4 µM | 0.37% of 360,000 active; in the data active means inhibition above about 19%;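 further: recombinant mutant TCR 2C K166C tagged with TAMRA read by polarization; 0% = receptor in buffer alone and 100% = receptor with positive control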
HTRA1 inh – HTRA1 serine protease inhibitors, primary screen, biochemical, fluorescence polarization, HTS; Q92743; inhibition, % at 5.96 µM; 0.5% of 340,000 active; recombinant HTRA1, FP-rhodamine activity-based probe; in the data active means inhibition above about 36%;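 further: 0% = enzyme with DMSO and 100% = wells lacking enzyme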
PRMT1 FP inh – PRMT1 methyltransferase inhibitors, primary screen, biochemical, fluorescence polarization; Protein arginine N-methyltransferase 1 (Homo sapiens), Q99873; recombinant PRMT1, activity-based probe fluorescence polarization; inhibition, % at 2.79 µM; 1.3% of 370,000 active;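 active means inhibition above about 21% made by adding two undisclosed values, limit read from the data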
The depositor's hits bear a star; / = no result given.

SMILES	rCAG RNA binder	NPR2 activator	mABHD4 FP	TDP2 inh	LEDGF integ inh	MBD2 DNA inh	SIAE inh	TCR CD3 inh	HTRA1 inh	PRMT1 FP inh
CCOC(=O)c1cc(C(=O)NNC(=O)c2cccc([N+](=O)[O-])c2)c(C)nc1C	-1	1	2	-2	2	-6	3	3	0	2
COc1cc(-c2nc(Cc3c(F)cccc3Cl)no2)cc(OC)c1OC	-1	-3	-2	4	-2	-1	0	-2	1	2
O=C(O)c1cc(=O)n(Cc2ccccc2)c(=O)[nH]1	0	5	-4	-5	-2	7	-4	-8	4	10
O=C(/C=C/c1cccc([N+](=O)[O-])c1)NCc1ccccc1	-2	1	0	7	0	-1	5	7	-8	-2
O=C(NCC(c1ccco1)N1CCCCC1)c1cccc(S(=O)(=O)Nc2ccccc2Cl)c1 (stereo unspecified)	14	-7	-15	2	-2	0	1	-2	-4	3
CCS(=O)(=O)N1CCN(c2ccnc3cc(Cl)ccc23)CC1	-2	-7	-1	-5	3	-4	4	2	/	-2
CCn1c(SCC(=O)NC(C)C)nnc1-c1cccs1	-1	1	2	1	1	-6	2	1	5	-1
CCCCNC(=O)C1CCN(Cc2ccccn2)CC1	0	0	5	-7	0	2	2	-5	-4	2
CC(=O)Nc1cccc2c1C(=O)N(c1ccccc1C)C2=O	5	-3	-1	-3	-3	-4	1	-2	-4	3
O=C(NCC1CCCO1)C1CC1(c1ccccc1)c1ccccc1 (stereo unspecified)	-6	-4	5	6	-8	3	1	-5	5	2
C#CCNC(=O)C[C@@H]1C[C@@]2(C(=O)OCC)CCCC=C2N(Cc2cccc3ccccc23)C1=O	1	-2	-10	-10	2	-4	-2	8	/	-3
COC(=O)c1ccccc1NC(=O)N1CSC[C@H]1C(=O)OC	0	1	5	4	1	-2	-3	12	0	30*
CCN1CCN(C/C(C)=C/c2ccccc2)CC1	-3	4	-1	1	0	3	-2	2	7	-4
CCCCCCN1C[C@@H](n2cc(-c3ccc(F)cc3)nn2)[C@H](O)C[C@@H]1c1ccccc1	7	6	-17	-4	-3	0	-4	3	-48	0
CC(C)CCn1c(Oc2ccc(Cl)cc2)nc2c1c(=O)n(C)c(=O)n2C	-1	-1	0	-6	0	1	-1	4	-13	-3
Cc1ccc(NC(=O)c2ccc3c(c2)CCN3S(C)(=O)=O)cc1	3	5	0	-1	0	-1	2	0	-1	-2
COCCn1c(C)cc(/C=C2/NC(=O)N(c3ccc(Cl)cc3)C2=O)c1C	-5	5	3	0	-1	-5	-3	-1	2	-3
Cc1c2cnccc2c(C)c2c1oc1ccccc12	6	-23	-3	9	0	1	1	-2	-55	-1
COc1cccc(-n2cc(C(=O)O)c3ccccc3c2=O)c1	1	0	1	2	0	2	8	2	0	-1
CCOC(=O)c1c(NC(=O)CSc2ncnc3[nH]ncc23)sc2c1CCC(C)C2 (stereo unspecified)	4	-5	8	-7	3	-2	-14	-2	-5	-2
Cc1ccc(SCC(=O)NC(C)c2ccccc2)cc1 (stereo unspecified)	-5	0	-1	4	0	-1	3	-2	1	-1
Cc1ccc(Nc2nc(N)nc(CSCCO)n2)cc1	2	2	11	16	0	1	0	2	2	-1
Brc1nnc2n1-c1ccccc1Sc1ccccc1-2	-1	-4	-3	5	-2	-5	2	2	0	1
O=C(CSc1ncnc2c1cnn2-c1ccc(Cl)cc1)NCc1ccc2c(c1)OCO2	16	-2	-8	3	0	4	1	-3	-5	3
CCCCNC(=S)NNC(=O)c1ccc2c(c1)OCO2	2	-3	2	-6	1	-6	11	0	0	0
Cc1ccc2c(c1)C1C[N+](C)(CC(=O)c3ccccc3)CCC1N2C(=O)c1ccccc1Cl (stereo unspecified)	13	0	1	-14	1	-6	4	3	-3	0
CC(NC(=O)c1c(O)c2ccccc2[nH]c1=O)c1ccccc1 (stereo unspecified)	8	2	-7	2	-11	0	-2	-3	8	-1
Nc1nonc1C(=O)N1CCCCC1	1	0	-2	-1	-10	3	-2	-10	0	6
COc1ccc(CC(=O)c2ccc(OC)c(OC)c2C)cc1OC	-2	-3	-4	-9	3	-2	1	5	0	0
CCc1ccc(N2C(=O)CN(Cc3ccccc3)C2=S)cc1	-3	0	-4	2	1	1	-13	-2	-6	-3
O=C(OCCOc1cccc(Cl)c1)c1ccc(F)c(S(=O)(=O)N2CCOCC2)c1	2	3	-8	0	-5	3	10	-8	-15	1
CCOc1ccc2ccccc2c1/C=N/NC(=O)c1ccncc1	2	-4	-8	-2	-1	4	-2	-7	-9	-2
CC(C)COC(=O)N1CCCCC1c1cc(C(=O)NCc2cccnc2)no1 (stereo unspecified)	2	-5	-3	-6	0	1	-6	-1	/	0
Cc1nnc(N(C)C(=O)Cc2ccc3c(c2)OCO3)s1	0	7	0	3	-3	-3	1	3	3	2
Cc1ccc2c(c1)sc1nc(=O)n(-c3ccc(Cl)cc3)c(=O)n12	4	-1	3	5	-1	-3	4	7	4	-1
OCCC1CN(Cc2ccccc2O)CCN1CCc1ccccc1 (stereo unspecified)	-6	5	-2	9	-4	0	3	-1	-18	3
Cc1ccc(NS(=O)(=O)c2cc(C(=O)NCc3ccccn3)ccc2Cl)cc1C	3	4	-3	-2	0	0	-3	-2	1	2
COC(=O)c1cc2c(cc1NC(=O)CSCCc1ccccn1)OCO2	5	3	2	-2	-2	0	-1	-11	-2	4
COc1ccc(-c2nc(-c3cccc(C)c3)[nH]c(=O)c2C#N)cc1	6	0	4	5	-3	0	-5	2	1	0
O=c1c2ccccc2n(Cc2ccc(Cl)cc2)c(=O)n1Cc1ccco1	0	3	-5	3	-1	-2	-2	-2	-12	2
CCOC(=O)C(=CNc1ccccc1N1CCOCC1)C(=O)OCC	-10	0	-1	-15	-4	3	-3	-8	0	4
COc1ccc(OC)c(NC(=S)NN2CCN(C)CC2)c1	0	0	-1	1	-2	0	2	4	-1	-2
O=C(Nc1cccc(S(=O)(=O)N2CCOCC2)c1)C1CC(=O)N(c2ccc3c(c2)OCCO3)C1 (stereo unspecified)	7	5	2	3	-1	0	5	4	-3	4
O=C(NCc1ccccc1)C1CCCN(S(=O)(=O)c2cccc3nsnc23)C1 (stereo unspecified)	0	0	4	-2	2	-3	-1	3	-1	-1
Cc1cccc(C)c1C(OCCN(C)C)C1CCCCC1 (stereo unspecified)	4	-17	10	-12	2	-3	-3	-4	8	3
CC1(C(=O)Nc2ccc3c(c2)OCO3)Cc2c(-c3ccccc3)ccnc2O1 (stereo unspecified)	0	-7	1	7	-3	-2	4	5	/	-2
Cc1cc2c(c(=O)n1C)C(C(C)C)C(C#N)=C(N)O2 (stereo unspecified)	2	4	11	4	1	-2	1	-6	0	3
COc1ccc(-c2nc3ccc(C(=O)NCC(OC)OC)cc3nc2-c2ccc(OC)cc2)cc1	1	5	-4	-1	5	-3	-2	5	-6	1

Full records, quoted from the list.
`O=C(Nc1cccc(S(=O)(=O)N2CCOCC2)c1)C1CC(=O)N(c2ccc3c(c2)OCCO3)C1` (stereo unspecified) is listed with rCAG RNA binder = 7; NPR2 activator = 5; mABHD4 FP = 2; TDP2 inh = 3; LEDGF integ inh = -1; MBD2 DNA inh = 0; SIAE inh = 5; TCR CD3 inh = 4; HTRA1 inh = -3; PRMT1 FP inh = 4
`COc1ccc(-c2nc3ccc(C(=O)NCC(OC)OC)cc3nc2-c2ccc(OC)cc2)cc1` is listed with rCAG RNA binder = 1; NPR2 activator = 5; mABHD4 FP = -4; TDP2 inh = -1; LEDGF integ inh = 5; MBD2 DNA inh = -3; SIAE inh = -2; TCR CD3 inh = 5; HTRA1 inh = -6; PRMT1 FP inh = 1

The list continues.
SMILES	rCAG RNA binder	NPR2 activator	mABHD4 FP	TDP2 inh	LEDGF integ inh	MBD2 DNA inh	SIAE inh	TCR CD3 inh	HTRA1 inh	PRMT1 FP inh
Cc1nc2cc(NC(=O)Nc3nccs3)ccc2n1C	5	-3	2	3	-1	1	2	4	6	0
CC(C)[C@H]1/C(=C/C2CC2)N2C(=O)C[C@@H](c3ccccc3)N=C2N1Cc1ccc2c(c1)OCO2	6	-6	-3	2	-3	-1	-2	/	/	-1
Cc1cccn2c(CN(C)CC3Cc4ccccc4O3)c(C(=O)N3CCCCC3)nc12 (stereo unspecified)	-5	-2	-5	-10	-1	5	-8	0	2	1
COc1cc(S(=O)(=O)NC2CCCC2)c(OC)cc1Cl	-1	-8	-4	-7	2	-8	4	1	-1	-2
Nc1nc(-c2cccnc2)nn1C(=O)COc1ccccc1	0	2	-2	-2	2	1	0	4	-3	1
Cc1cc2c(SCC(=O)N3CCN(c4ccccc4)CC3)ncnc2s1	-4	-2	5	-9	1	3	-2	-2	-3	-4
Cc1ccc(C)c(SCC(=O)OCC(=O)NCCNC(=O)COC(=O)CSc2cc(C)ccc2C)c1	0	-8	3	-6	-4	-1	-2	-5	-22	4
Cc1cc2cc(C(c3nnnn3C(C)(C)C)N(Cc3ccco3)CC3CCCO3)c(=O)[nH]c2cc1C (stereo unspecified)	-3	4	-3	-2	-1	-3	-2	9	-4	3
COC(C(=O)Nc1ccnn1C1CCN(Cc2ccc(CO)o2)CC1)c1ccccc1 (stereo unspecified)	-3	-1	0	5	-3	1	6	4	-2	0
COc1ccc(NC(=O)Cn2cccc2)cc1Cl	5	1	-10	-5	4	8	-8	-10	2	8
Cc1ccccc1-n1c(C)cc(/C=C2\NC(=O)NC2=O)c1C	10	-5	-4	4	-2	7	-4	4	10	8
COc1ccc(-c2csc(N(CCCN(C)C)C(=O)c3ccc(C)cc3)n2)cc1	4	-13	-4	-13	-1	-2	3	3	-7	-6
O=C(NCCc1c[nH]c2ccc(Cl)cc12)c1cccnc1	-4	-6	7	1	0	6	7	-2	0	2
C=C(C)CSc1nnc2n(N)c(=O)c3ccccc3n12	2	3	7	7	-1	8	-1	-5	-1	-1
CCOc1ccc(N(CC(=O)NCCc2ccc(Cl)cc2)S(=O)(=O)c2c(C)[nH]c(=O)[nH]c2=O)cc1	14	6	-4	2	-6	6	-8	-4	-1	4
COc1cc(C)ccc1S(=O)(=O)N1CCCCCC1	-6	2	1	8	-5	3	2	6	-1	-4
CN(C)CCN1CCc2ccccc21	-4	2	1	-2	-2	2	4	3	16	0
COc1cc(C(=O)NC(=S)Nc2ccc3ccccc3c2)cc(OC)c1OC	5	-3	-10	-5	0	2	-26	1	-9	1
Cc1ccc(OCC(=O)Oc2ccc(C(C)C)cc2)cc1	-2	-7	-1	3	6	2	9	-6	-3	-3
CC(C)CCN(C(=O)c1ccccn1)c1c(N)n(Cc2ccccc2)c(=O)[nH]c1=O	8	0	-3	-6	2	-6	-2	-3	4	-3

High-throughput results deposited in PubChem by several laboratories.

Some of the compounds tested. The share of hits here may be higher or lower than overall.
